High-throughput results as filed in PubChem.
H9c2 TAG inh: inhibitors of triacylglycerol accumulation, primary screen, cell-based, uHTS, fluorescence, H9c2 | H9c2 cells, Nile Red lipid (TAG) fluorescence; cells loaded with 200 µM oleic acid | hit rate 0.66% among 230,000 | inhibition, % at 12.5 µM | AID 651582, 2012;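 active = pattern-corrected inhibition of lipid staining of at least 50% with the nuclear-stain viability signal not falling by more than 50%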;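 note: 0% = DMSO wells and 100% = triacsin C control wells; some results filed as inactive read as strong as hits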
H9c2 TAG inh DAPI viability: second read-out of H9c2 TAG inh, no call of its own (marks repeat the call); DAPI nuclei signal change (viability), lower = more cytotoxic, %;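 whole-well DAPI fluorescence read on a plate reader as a viability signal; minus 50 percent equals half of cells still viable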
Starred values were filed as active, the others as inactive; i = inactive. This is a subset; count on the stated rates, not on these rows.

SMILES	H9c2 TAG inh	H9c2 TAG inh DAPI viability
CCOC(=O)N1CCN(C(=O)CSCC(=O)Nc2nc(-c3ccc(C)cc3)cs2)CC1	-13.7	7.2
CCC(=O)Nc1cccc(-c2cn3ccsc3n2)c1	8.2	-8.3
Cc1ccc(CN2CC(C(=O)N(Cc3nnc(-c4ccccc4Cl)o3)C3CC3)CC2=O)cc1 (stereo not given)	6.2	-2.8
S=C(NN=C(c1ccccc1)c1ccccn1)N(Cc1ccccn1)Cc1ccccn1	62.4*	-41.0*
C=CCn1c(SCC(=O)N2CCCCC2)nnc1-c1ccncc1	-3.9	9.9
COCCCNC(=O)c1cc(Sc2nnc(C)s2)nc2ccccc12	10.9	3.1
CCCCC1=CC2=C(c3ccco3)C(=O)C(C)(OC(=O)c3ccc(OC)cc3)C(=O)C2=CN1C1CCCCC1 (stereo not given)	22.0	0.5
Cc1nnc(SCC(=O)c2c(N)n(C)c(=O)n(C)c2=O)[nH]c1=O	-1.6	7.1
O=C1CN(C(=O)COC(=O)C23CC4CC(CC(O)(C4)C2)C3)c2ccccc2N1	0.4	2.4
C[C@H](CO)N1C[C@H](C)[C@H](CN(C)C(=O)c2ccncc2)OCc2ccccc2-c2c(n(C)c3ccccc23)C1=O	2.4	12.0
COCCNc1nc(NCc2ccccc2OC)c2sccc2n1	-6.7	-1.2
COc1ccc(C2CC(c3cccc(Br)c3)=NN2c2ccc(S(N)(=O)=O)cc2)cc1 (stereo not given)	1.7	i
CN(C)C(=O)CCc1ccc2c3c([nH]c2c1)[C@]1(C)[C@@H](C(=O)N2CCOCC2)C[C@H](CC(=O)NCCc2ccccn2)C(=O)N1CC3	-2.3	-0.6
O=C(Cn1cc(C(F)(F)F)ccc1=O)N/N=C/c1cccc(Cl)c1Cl	-1.9	7.6
CCCCC(C(=O)NC1CCCC1)N(Cc1ccco1)C(=O)Cn1nnc(-c2ccc(F)cc2)n1 (stereo not given)	15.0	-8.1
CC(C)CCN(CC(=O)NC(C)(C)C)C(=O)C(=O)Nc1ccc2c(c1)OCCO2	2.3	0.5
COc1ccc(C)cc1S(=O)(=O)NC1CCCCCC1	-16.1	-0.7
O=C(Cn1cnc2c(oc3ccccc32)c1=O)N1CCN(c2ccccc2)CC1	-5.8	-9.9
CCN(CC)C(=O)c1cccc(-c2csc(C(C)(NC(C)=O)c3ccc(OC)cc3)n2)c1 (stereo not given)	-9.3	-0.3
CCc1noc(C)c1C(=O)N(C)CC(=O)Nc1ccc(Br)cc1C	-17.3	-3.1
O=C(CO/N=C/c1c(Cl)cccc1Cl)NNC(=O)c1cccc(Cl)c1	3.0	33.4
COc1ccccc1C(=O)Nc1ccc(OCC(=O)N2C(C)CCCC2C)cc1 (stereo not given)	-16.3	0.9
CN(C(=O)c1ccc2c(Cl)c3c(nc2c1)CCC3)c1ccccc1	3.7	-1.1
COc1ccc(C(=O)C2CCCN(Cc3cccn3-c3ccccn3)C2)c(OC)c1 (stereo not given)	-4.7	16.5
Cc1cc(NC(=O)c2ccccc2)ccc1NC(=O)c1ccccc1Cl	14.3	-3.1
O=C(O)c1cc(-c2ccco2)nn1-c1cccc(Cl)c1	3.7	7.5
O=C(CSc1ccc(Cl)cc1)NNC(=O)c1cccnc1	-4.2	-5.3
COc1ccccc1/C=N\Nc1ccccc1[N+](=O)[O-]	21.7	-2.2
CCOC(=O)c1ccc2nc(NC(=O)C(C)C)sc2c1	22.7	-1.6
Cc1ccc(NC(=O)C(=O)NNC(=O)c2cccs2)cc1	-17.1	2.9
O=C(NCCCn1ccnc1)C(Cc1ccc([N+](=O)[O-])cc1)N1C(=O)c2ccccc2C1=O (stereo not given)	3.7	14.1
Cc1nc(C)c(C(=O)OCC(=O)NCc2ccccc2Cl)s1	-9.5	0.9
O=C(Nc1nc2ccccc2s1)c1ccc(F)cc1	3.5	-0.2
CCCCOC(=O)Cn1c(=O)oc2ccc(C)cc21	-3.1	6.5
C=CCNC(=O)COc1ccc(Oc2ccccc2)cc1	11.0	1.2
COc1ccc(N=Cc2[nH]c3ccccc3c2O)cc1	-3.0	-5.6

Taken from above:
Result of O=C(Nc1nc2ccccc2s1)c1ccc(F)cc1 in H9c2 TAG inh DAPI viability: -0.2
Result of CCN(CC)C(=O)c1cccc(-c2csc(C(C)(NC(C)=O)c3ccc(OC)cc3)n2)c1 (stereo not given) in H9c2 TAG inh DAPI viability: -0.3
Result of O=C(O)c1cc(-c2ccco2)nn1-c1cccc(Cl)c1 in H9c2 TAG inh DAPI viability: 7.5

Other structures follow.
SMILES	H9c2 TAG inh	H9c2 TAG inh DAPI viability
CC1CCN(C(C(=O)Nc2ccc3c(c2)OCO3)c2ccccc2)CC1 (stereo not given)	-66.9	-7.5
COc1ccc(C(=O)OCC(=O)c2c[nH]c3ccccc23)c(OC)c1	1.2	-4.5
CCN(Cc1ccc(C#CCCO)cc1)CC1CCCN(CCc2cccc(OC)c2)C1 (stereo not given)	5.5	21.4
O=C(O)CC(C(=O)O)N1C(=O)/C(=C/C=C/c2ccco2)SC1=S (stereo not given)	5.1	-6.0
Oc1ccc(Cl)cc1CNCc1ccc(Cl)nc1	5.2	4.7
O[C@@H]1CN(Cc2ccc(-n3cccn3)cc2)CC[C@H]1N1CCN(c2ccccc2F)CC1	-20.6	2.8
Cc1ccc2cccc(NC(=S)NC(=O)c3ccnn3C)c2n1	-15.7	8.7
CCN(CC(=O)NCc1cccs1)C(=O)CN(C)S(=O)(=O)c1ccc(C)cc1	0.6	-4.4
COc1ccc(CNC(=O)CCCn2nc(C)n3ccnc3c2=O)cc1	-7.8	3.2
COc1ccc(CCNC(=O)c2cc(S(=O)(=O)N3CCCCC3)c[nH]2)cc1OC	-7.7	-11.9
C#CC[N+]1(CC#Cc2ccc(C)cc2)CCCCC1	-13.1	-4.5
COc1ccc(/C=N/N2CCOCC2)cc1Cn1nc(C)c([N+](=O)[O-])c1C	12.2	-3.4
COc1ccc2c(c1)cc1n2CCN=C1NCCO	34.7	9.0
CC(C)c1nc(SCC(=O)N2CCCC2)c2c(=O)n(C)c(=O)n(C)c2n1	6.0	8.1
CCn1c(CN2CCC(C)CC2)nc2cc(S(=O)(=O)N3CCCCC3)ccc21	9.0	-13.4
CCCCCc1nc2c(C#N)c(-c3ccc(Cl)cc3)ccn2n1	-34.8	-11.7
CCOc1ccc(/C=N/NC(=S)Nc2c(C)cccc2C)cc1	0.1	5.8
O=C(CSc1nnnn1-c1ccc(O)cc1)Nc1cccc(S(=O)(=O)N2CCCC2)c1	-4.4	5.4
O=C(O)C1=C(C(=O)O)C2CCC1C2	11.0	-1.2
COc1cc2c(cc1O)CC[n+]1cc3c(OC)c(OC)ccc3cc1-2	13.8	5.6
Nc1nc(NCc2ccco2)nc(Nc2cccc(F)c2)c1[N+](=O)[O-]	6.2	1.1
Cn1c(NC(=O)c2ccccc2NC(=O)C(C)(C)C)nc2ccccc21	2.5	-4.0
COc1cccc(NC(=O)COC(=O)CNC(=O)C2CCCCC2)c1	-9.4	-7.3
COCCNC(=O)C1(C)CCCN(Cc2sc(C)nc2C)C1 (stereo not given)	1.4	7.2
C/C(=N\NC(=O)Cc1ccccc1[N+](=O)[O-])c1cccnc1	4.3	9.8
COc1ccc(Nc2c(-c3ccco3)nc3ccc(C)cn23)cc1	-8.7	3.9
Cc1ccc2nc(-c3ccc(NC(=O)CCS(=O)(=O)c4ccccc4)cc3)sc2c1	6.5	180.2
CCOC(=O)c1[nH]c(C)c(C(=O)N2CCOCC2)c1C	7.3	-6.3
O=C1CC2(CCN(C(=O)c3ccc([N+](=O)[O-])cc3)CC2)Oc2ccccc21	1.0	8.9
O=C(Cn1[nH]c(=O)c2ccccc2c1=O)OCC(=O)c1ccc(F)c(F)c1	17.6	-3.0
O=P(c1ccccc1)(c1ccccc1)C(O)c1ccccn1 (stereo not given)	-9.0	-9.4
O=C(Nc1cccnc1)c1cc(Br)c(Br)s1	8.0	-0.6
O=C(O)CC/C(=N\Nc1ccc([N+](=O)[O-])cc1S(=O)(=O)N1CCOCC1)c1cccs1	-19.3	10.8
CCOC(=O)Cn1cnc(C)c1	-7.1	-1.4
CC(=O)OC[C@@H]1CN(Cc2ccccc2)C[C@H](n2cnc3c(NC4CCC4)ncnc32)O1	7.0	0.8
CCOC(=O)C1CCN(c2c(NCc3ccc(C(=O)NCCC(C)C)cc3)c(=O)c2=O)CC1	-10.5	3.6
Cc1ccc(C(=O)N2c3ccccc3CC2C)o1 (stereo not given)	14.0	-15.0
COCCn1c(=N)c(C(=O)NCCc2ccccc2)cc2c(=O)n3cccc(C)c3nc21	9.4	127.7
Cc1nnc(SCC(=O)N2N=C(c3ccc(Cl)cc3)CC2c2ccco2)[nH]c1=O (stereo not given)	-9.1	5.1
Cc1cc(C(F)(F)F)n2nc(-c3cccs3)cc2n1	24.5	-6.0
N#CC1=C(N)Oc2c(ccc3cccnc23)C1c1ccccc1 (stereo not given)	77.0	-50.9
Nc1ccc(CC2SC(=O)NC2=O)cc1 (stereo not given)	-16.5	8.9
S=c1[nH]nc(CN2CCCCC2)n1Cc1ccccc1	-15.3	12.4
COc1ccc(OC)c(C2N(c3ccc(Cl)cc3)C(=O)C3CCCN32)c1 (stereo not given)	-28.5	7.7
CCOC(=O)C1C(c2cccs2)NC(=O)N(C)C1(O)C(F)(F)F (stereo not given)	-25.7	1.3
O=C(Nc1ccc(Cl)cc1)Nc1ccc2c(c1)OCO2	-5.8	0.3
CCC1SC2=NC(C)=C(C(=O)OCCOC)C(/C=C/c3ccccc3OC)N2C1=O (stereo not given)	24.5	-1.5
C=CCN(C(=O)c1csnn1)C(C(=O)NC(C)(C)C)c1ccncc1 (stereo not given)	-9.5	1.7

Compound profiles, as listed above. Values in the order: H9c2 TAG inh, H9c2 TAG inh DAPI viability
C=CCn1c(SCC(=O)N2CCCCC2)nnc1-c1ccncc1 reads -3.9, 9.9
COc1ccc(C2CC(c3cccc(Br)c3)=NN2c2ccc(S(N)(=O)=O)cc2)cc1 (stereo not given) reads 1.7, i
O=C(Cn1cc(C(F)(F)F)ccc1=O)N/N=C/c1cccc(Cl)c1Cl reads -1.9, 7.6

Three of these compounds in a different format:
SMILES | H9c2 TAG inh | H9c2 TAG inh DAPI viability
CCC(=O)Nc1cccc(-c2cn3ccsc3n2)c1 | 8.2 | -8.3
COc1ccc(OC)c(C2N(c3ccc(Cl)cc3)C(=O)C3CCCN32)c1 (stereo not given) | -28.5 | 7.7
O=C(Nc1cccnc1)c1cc(Br)c(Br)s1 | 8.0 | -0.6

(further entries)
SMILES	H9c2 TAG inh	H9c2 TAG inh DAPI viability
CCC1CCCCN1Cc1nc2ccccc2c(=O)n1CC(C)=O (stereo not given)	-5.3	0.0
CC(C)(C)c1ccc(C(=O)N2CCC2(C)C(=O)NCc2cccc3ccccc23)cc1 (stereo not given)	6.3	-1.4
CCN1C(=O)[C@H]2[C@@H](c3ccc(-c4ccc(OC)cc4)c(OC)c3)N3CCCC[C@@]3(C(=O)OC)[C@H]2C1=O	-8.1	4.3
CCOP(=O)(OCC)/C(=C/N1CCCCC1)NC(=O)c1ccccc1	12.2	4.4
C[C@@H](C(=O)Nc1ccc(SC(F)F)cc1)N1C(=O)C2CCCCC2C1=O (stereo not given in full)	-16.0	0.5
O=C(Nc1nc2ccccc2s1)C1CCN(S(=O)(=O)c2cc([N+](=O)[O-])ccc2Cl)CC1	19.7	2.4
O=C(Nc1ccnn1C1CCN(Cc2cccc(OCCO)c2)CC1)C1CCCC1	3.1	2.4
COc1ccc(N2CCN(C(=O)c3cccc(S(=O)(=O)N4CCc5ccccc54)c3)CC2)cc1	-18.9	3.0
COC(=O)c1cc(C(=O)c2cc(Br)ccc2O)coc1=N	5.3	-10.8
Cc1ccc(/C(=N\O)c2oc3c(C)c4oc(=O)cc(C)c4cc3c2C)cc1	-149.4	8.3
O=C(Cn1c(-c2cscn2)nc2ccccc21)Nc1ccc(Cl)cc1	-7.0	8.4
Clc1cccc(CNc2ccn3nc(-c4ccc(OCCN5CCOCC5)cc4)cc3n2)c1	20.4	47.3

Looked up by structure from the entries so far:
SMILES	H9c2 TAG inh	H9c2 TAG inh DAPI viability
CCOP(=O)(OCC)/C(=C/N1CCCCC1)NC(=O)c1ccccc1	12.2	4.4
C[C@@H](C(=O)Nc1ccc(SC(F)F)cc1)N1C(=O)C2CCCCC2C1=O (stereo not given in full)	-16.0	0.5

Further entries
SMILES	H9c2 TAG inh	H9c2 TAG inh DAPI viability
CC(=O)Nc1ccc(N(C(=O)c2ccco2)C(C(=O)NC2CCCC2)c2ccc(N3CCOCC3)cc2)cc1 (stereo not given)	-12.8	9.9
CSc1ncc(CN2CCCCC2C(=O)Nc2ccc(Oc3ccccc3)nc2)cn1 (stereo not given)	11.2	-5.6
Cc1c(Cl)cccc1NC(=S)C(=C([O-])c1ccc(Cl)s1)[n+]1ccccc1	-3.1	5.8
CC(C)(C)NC(NC(=O)Cc1ccccc1)C(Cl)(Cl)Cl (stereo not given)	7.6	-8.4
O=c1cc(NCc2ccccc2)c2ccccc2o1	-9.3	6.1
O=C(CNS(=O)(=O)c1ccc(Br)s1)N1CCC(N2CCCCC2)CC1	0.4	-1.2
CCOC(=O)c1sc(=S)n(C)c1NC(=O)c1ccc(C(C)(C)C)cc1	3.2	-2.1
COc1ccc(C=C2OC(=O)C(C(C)=O)=C2O)cc1	6.8	3.6
O=C(NCCc1c[nH]c2ccccc12)OCCSS(=O)(=O)O	4.3	-1.4
Clc1cccc(-c2nc(-c3ccc(-c4nn[nH]n4)cc3)no2)c1	0.6	-0.1
O=C(Nc1ccc2c(c1)OCO2)c1cc(Cl)ccn1	2.9	-2.3
COc1cc(NC(=O)CCCl)cc(-n2cnnn2)c1	11.6	-10.7
C/C(=N\NC(=O)c1ccc2c(c1)OCO2)c1ccc(NS(C)(=O)=O)cc1	13.6	-5.2
CCn1nnc(NC(=O)c2ccc(-c3ccc(Cl)cc3)o2)n1	16.6	-8.0
O=C(CC1Nc2ccccc2NC1=O)Nc1ccc2c(c1)OCO2 (stereo not given)	-4.1	1.7
Cc1cc(NC(=O)CN2C(=O)NC(C)(c3ccc(Cl)cc3)C2=O)no1 (stereo not given)	-7.3	1.1
